H1N1 NS1A inhibition: NS1A inhibition, H1N1 influenza, cell based functional assay (AID 504329) | NS1A functional cell-based assay, percent inhibition; higher % means a stronger effect | inhibition, % at 12.5 µM; hits with a dose series show IC50 in µM | actives 0.3% (n = 340,000); in the data active means a potency from the dose series; inconclusive means inhibition above about 27% without an active follow-up result; further: strong numbers were not always called active
Salmonella PhoP GFP: PhoP regulon inhibitors, Salmonella typhi PhoP promoter GFP reporter, confirmatory (AID 1850) | one-dose inhibition, % at 50 µM; IC50 in µM for titrated hits | Salmonella Typhi PhoP-promoter GFP reporter, fluorescence, 4 h; higher % means a stronger effect | actives 0.33% (n = 310,000); in the data active means a potency from the dose series; inconclusive means inhibition mostly from about 25% at the one dose, without a potency; inactive means the rest, 99 in 100 with inhibition below about 19%;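 further: 0% = induced wells with vehicle and 100% = uninduced wells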
VEEV TC-83 Vero: inhibitors of VEEV TC-83 cytopathic effect, confirmation, Vero cells (AID 588727); Vero cells, VEEV TC-83 cytopathic effect inhibition; higher % means a stronger effect; inhibition, % at 20 µM, or IC50 in µM where a hit was titrated; actives 0.13% (n = 350,000); in the data active means a potency from the dose series; inconclusive means inhibition mostly from about 14% at the one dose, without a potency; inactive means the rest, 99 in 100 with inhibition below about 12%; further: strong numbers were not always called active
M. tuberculosis HTS: M. tuberculosis growth inhibition, HTS (AID 449762); inhibition, % at 25 µM, or IC50 in µM where a hit was titrated; M. tuberculosis H37Rv growth inhibition, 7H9 media; higher % means a stronger effect; actives 0.59% (n = 330,000); in the data active means a potency from the dose series; inconclusive means inhibition above about 70% without an active follow-up result;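 further: bacterial growth assessed after seven days of incubation; strong numbers were not always called active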
M. tuberculosis: growth inhibition of non-replicating M. tuberculosis (AID 488890); Mycobacterium tuberculosis non-replicating, growth inhibition; higher % means a stronger effect; inhibition, % at 25 µM; hits with a dose series show IC50 in µM; actives 0.39% (n = 320,000); in the data active means a potency from the dose series; inconclusive means inhibition mostly from about 82% at the one dose, without a potency; inactive means the rest, 99 in 100 with inhibition below about 76%;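 further: plate controls were DMSO cells for no effect and high antibiotic wells for full effect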
Active calls of the source: *; i = inactive; ? = inconclusive; · = no result given.

item	Molecule	M. tuberculosis	M. tuberculosis HTS	Salmonella PhoP GFP	H1N1 NS1A inhibition	VEEV TC-83 Vero
1	COc1cccc(OC)c1C(=O)NC(C)CCc1ccccc1 (stereo unspecified)	-9.8%	-3.6%	-0.8%	0.8%	0.0%
2	O=C(COc1ccc2c(-c3ccccc3)cc(=O)oc2c1)Nc1cccnc1	7.9%	14.1%	-3.2%	-10.7%	i
3	COc1ccc(CNC(=O)C(c2ccco2)N(C(=O)c2snc(C(N)=O)c2N)c2cccc(OC)c2)cc1 (stereo unspecified)	-2.0%	-10.5%	-0.5%	2.5%	0.2%
4	COc1ccc(NC(=O)CCNS(=O)(=O)c2cccc3nsnc23)cc1	-27.4%	-4.7%	-2.4%	-11.8%	1.2%
5	COc1ccc(-c2ccc3c(c2)[C@@H]2C[C@H](N(C)C(=O)Nc4ccccc4)[C@H]([C@H](C)O)C(=O)N2CC3)cc1	·	·	·	5.0%	2.6%
6	CCC1CCCCN1S(=O)(=O)c1ccc(C(=O)Nc2nnc(C3=COCCO3)o2)cc1 (stereo unspecified)	25.7%	31.6%	-3.0%	-9.3%	10.0%
7	COc1cc(CNc2ccc(N3CCOCC3)c(C(=O)O)c2)ccc1OCC(N)=O	-7.4%	10.3%	-7.7%	6.6%	i
8	CCCCCCCCNCCS(=O)(=O)NCc1ccc(OC)cc1	·	·	·	-17.7%	i
9	NC(=O)c1ccsc1NC(=O)CSc1nnc(C2CC2)n1Cc1ccccc1	15.3%	3.0%	-10.4%	-3.4%	3.5%
10	COc1ccc(CCNC(=O)c2coc3ccccc3c2=O)cc1OC	32.3%	0.4%	5.1%	-2.0%	i
11	CC(=Nc1ccccc1)C1=C(O)CC(C)(C)CC1=O	-13.3%	-3.8%	0.9%	5.3%	0.0%
12	CCOC(=O)Cc1csc(SCC(=O)Nc2cccc(C#N)c2)n1	78.8%	3.0%	-17.8%	1.1%	1.7%

item	Molecule	M. tuberculosis	M. tuberculosis HTS	Salmonella PhoP GFP	H1N1 NS1A inhibition	VEEV TC-83 Vero
13	CCCCCCCCCOC(=O)C1N2C(=O)[C@@H](NC(=O)COc3ccccc3)[C@H]2SC1(C)C (stereo partly specified)	2.4%	0.5%	-5.0%	-21.8%	1.2%
14	COC1=C(Nc2ccc(OC)cc2)C(=O)C(OC)=C(Nc2ccc(OC)cc2)C1=O	·	·	·	0.1%	3.4%
15	CC(C)Oc1ccc(-c2cc(=O)[nH]c(=O)[nH]2)cc1	8.2%	1.7%	-9.9%	2.3%	4.9%
16	COC(=O)c1cc(-c2ccccc2)sc1N	14.0%	9.3%	-2.7%	22.0%	1.8%
17	O=S(=O)(NCc1csc(-c2cccs2)n1)c1ccccc1	8.4%	12.1%	-12.7%	-19.9%	i
18	Cc1ccc(C(c2nnnn2CCc2ccccc2)N2CCSCC2)cc1 (stereo unspecified)	-3.3%	-8.8%	10.5%	3.5%	0.3%
19	COc1ccc(Br)cc1/C=N/N1CCN(Cc2ccccc2Cl)CC1	20.6%	2.7%	12.1%	0.7%	0.6%
20	CCOc1ccc(-c2c(=O)n(OCC)c3ccccc3[n+]2[O-])cc1	?	?	2.9%	17.7%	0.3%
21	O=C(Nc1cccc(S(=O)(=O)Nc2ccc(Cl)cc2)c1)c1ccc(Cl)nc1	22.7%	65.5%	-3.2%	2.6%	3.8%
22	O=C1CN(c2nc(-c3ccccc3)c3ccccc3n2)c2ccccc2N1	-18.0%	0.8%	-4.7%	16.6%	0.3%
23	COCCN(C(=O)C1CC1)c1nnc(-c2cccc(C)c2)s1	18.6%	4.7%	-5.3%	0.7%	9.6%
24	Oc1ccc(/C=N/n2c(-c3ccccc3)n[nH]c2=S)cc1Br	-18.9%	0.4%	0.1%	3.1%	1.7%

As entered above:
Under M. tuberculosis, compound 17 has 8.4%
Under H1N1 NS1A inhibition, compound 23 has 0.7%
Under M. tuberculosis, compound 16 has 14.0%
Under Salmonella PhoP GFP, compound 24 has 0.1%

Other compounds
item	Molecule	M. tuberculosis	M. tuberculosis HTS	Salmonella PhoP GFP	H1N1 NS1A inhibition	VEEV TC-83 Vero
25	Cc1cccc(C)c1OCC(O)CN1CCN(c2ccccn2)CC1 (stereo unspecified)	3.0%	-1.8%	-4.9%	0.9%	i
26	CCOC(=O)C1=C(COC(=O)[C@@H](NC(=O)c2cccc(C)c2)C(C)C)NC(=O)NC1C (stereo partly specified)	1.3%	-1.2%	·	-26.8%	1.6%
27	CCOc1ccc(NC(=O)C(=O)NCCN2CCN(C(=O)c3ccc(C)cc3)CC2)cc1	14.3%	3.3%	7.2%	-3.5%	3.0%
28	CC(C)C(NC(=O)C1CCCCC1)C(=O)NC1=NCCS1 (stereo unspecified)	0.8%	1.1%	4.7%	11.2%	0.2%
29	COc1ccccc1NC(=O)C(=O)NCCCN1CCCC1=O	-8.0%	2.5%	5.6%	-4.5%	2.8%
30	O=C(O)C1C2c3ccccc3C(c3ccccc32)C1C(=O)Nc1ccccc1 (stereo unspecified)	10.7%	-5.1%	-9.3%	2.2%	4.0%
31	Cn1cccc1C(=O)OCC(=O)NC1CCS(=O)(=O)C1 (stereo unspecified)	2.0%	-0.7%	6.0%	12.3%	1.1%
32	Nc1ncnc2c1ncn2[C@@H]1O[C@H](CN2CCCS2(=O)=O)[C@@H](O)[C@H]1O	-2.8%	11.3%	·	-4.8%	i
33	COc1cccc(C2C(C(=O)c3ccco3)=C(O)C(=O)N2CCCN2CCOCC2)c1OC (stereo unspecified)	·	·	·	1.9%	1.0%
34	CCOc1ccc(NC2=C(OC)C(=O)c3ccccc3C2=O)cc1	74.6%	61.1%	-9.5%	7.02µM*	i
35	CC1CCN(S(=O)(=O)c2ccc(C(=O)OCc3ccc4c(c3)OCO4)cc2)CC1	14.6%	5.0%	12.0%	-8.5%	i
36	CCCCCc1nnc(NC(=O)c2cccc(S(=O)(=O)N3CCOCC3)c2)s1	31.9%	-9.0%	·	-4.5%	0.3%

Whole records, quoted from the list:
CC(C)C(NC(=O)C1CCCCC1)C(=O)NC1=NCCS1 (stereo unspecified) is listed with M. tuberculosis = 0.8%; M. tuberculosis HTS = 1.1%; Salmonella PhoP GFP = 4.7%; H1N1 NS1A inhibition = 11.2%; VEEV TC-83 Vero = 0.2%
CCCCCc1nnc(NC(=O)c2cccc(S(=O)(=O)N3CCOCC3)c2)s1 is listed with M. tuberculosis = 31.9%; M. tuberculosis HTS = -9.0%; Salmonella PhoP GFP = ·; H1N1 NS1A inhibition = -4.5%; VEEV TC-83 Vero = 0.3%

(further entries)
item	Molecule	M. tuberculosis	M. tuberculosis HTS	Salmonella PhoP GFP	H1N1 NS1A inhibition	VEEV TC-83 Vero
37	CCC(=O)Nc1cccc(NC(=O)c2ccc(Br)cc2)c1	·	5.8%	-9.0%	-2.8%	1.2%
38	CCC(CC)C(=O)c1c[nH]c(C(=O)NCc2ccccc2OC)c1	-6.7%	4.5%	4.2%	-7.5%	0.2%
39	CCOc1ccc(N(CC(=O)NCc2ccco2)C(=O)CCC(=O)Nc2ccccn2)cc1	·	·	·	-0.1%	i
40	Cc1ccc(NC(=O)CSc2ccc3nnc(-c4ccccn4)n3n2)cc1	5.5%	-0.6%	-10.1%	-3.6%	2.0%
41	O=C(N/N=C/c1ccc2c(c1)OCO2)c1cccc2ccccc12	-32.4%	1.1%	0.8%	7.1%	0.6%
42	COc1ccc(CSCC(=O)Nc2ccc(S(=O)(=O)N3CCCCCC3)cc2)cc1	65.1%	-2.5%	-1.2%	-10.6%	1.6%
43	CCN1CCN(c2ncnc3c2sc2nc(N4CCOCC4)c4c(c23)CCC4)CC1	·	·	·	0.5%	0.8%
44	O=c1[nH][nH]c2ccccc2c1=O	-3.5%	2.1%	-6.2%	·	0.3%
45	O=C(NCc1ccc(F)cc1)C(=O)Nc1nc(C23CC4CC(CC(C4)C2)C3)cs1	52.6%	?	-1.2%	-4.3%	1.6%
46	O=C(NCCC1=CCCCC1)C1CCCN(S(=O)(=O)c2ccc(F)cc2)C1 (stereo unspecified)	-5.4%	9.8%	-3.8%	15.8%	i
47	COc1ccc(CNC(=O)c2ccc3c(=O)n(-c4ccccc4)c(=O)[nH]c3c2)cc1	-1.4%	2.5%	9.1%	0.4%	2.2%
48	Cc1nc2cc(OCc3cc(C(=O)NC(C)c4cn(C)nc4C)no3)ccc2s1 (stereo unspecified)	2.5%	1.9%	-13.3%	-11.8%	6.4%

item	Molecule	M. tuberculosis	M. tuberculosis HTS	Salmonella PhoP GFP	H1N1 NS1A inhibition	VEEV TC-83 Vero
49	Cc1ccc(C)c(NC(=O)CCN2CCCC(C)C2)c1 (stereo unspecified)	-3.3%	7.6%	-9.1%	-0.9%	1.1%
50	CC(C)NC(=O)c1ccc(CS(=O)(=O)c2ccc(Br)cc2)o1	-16.1%	3.8%	16.4%	-3.9%	0.4%
51	COCCC(=O)N1CCC(Oc2ccc(C(=O)N(C)CCCC3CCCC3)cc2)CC1	13.0%	5.4%	-11.9%	9.0%	i
52	COc1ccc(C(=O)Nc2ncc3c(n2)-c2ccccc2CC3)cc1	58.0%	-2.0%	-4.3%	2.3%	3.1%
53	CCOC(=O)C(=O)N1CCC(C(=O)OCC)CC1	12.9%	-6.1%	10.9%	-18.6%	0.3%
54	Cc1ccc(/C=N/n2c(C)cc(C)c(C#N)c2=O)cc1	-2.3%	-14.7%	-13.9%	18.9%	2.1%
55	Clc1ccc(C[n+]2cc(-c3ccccc3)n3c2CCC3)cc1Cl	26.8%	6.5%	-4.8%	-4.2%	i
56	C=CCn1c(=NC(=O)c2ccco2)sc2cc(C(=O)OC)ccc21	9.2%	3.4%	0.7%	-3.8%	3.7%
57	CN1CCC(N(C)C(=O)c2ccc(Cl)c(S(=O)(=O)N3CCOCC3)c2)CC1	·	·	·	-8.8%	0.7%
58	Cc1ccc2oc(=O)c3cc(C(=O)NCCCN4CC(C)CC(C)C4)sc3c2c1 (stereo unspecified)	62.9%	-0.4%	0.4%	2.2%	9.3%
59	CSc1ccc(-c2nc(CSCC(=O)NCCCN3CCOCC3)c(C)o2)cc1	-11.6%	-10.5%	-0.3%	-2.0%	1.1%
60	FC(F)(F)c1ccc(-c2csc(-c3ccno3)n2)cc1	39.6%	0.6%	3.8%	-3.1%	0.0%

Limited to M. tuberculosis, Salmonella PhoP GFP and VEEV TC-83 Vero, for 3 of the compounds above:
# | mol | M. tuberculosis | Salmonella PhoP GFP | VEEV TC-83 Vero
58 | Cc1ccc2oc(=O)c3cc(C(=O)NCCCN4CC(C)CC(C)C4)sc3c2c1 (stereo unspecified) | 62.9% | 0.4% | 9.3%
59 | CSc1ccc(-c2nc(CSCC(=O)NCCCN3CCOCC3)c(C)o2)cc1 | -11.6% | -0.3% | 1.1%
60 | FC(F)(F)c1ccc(-c2csc(-c3ccno3)n2)cc1 | 39.6% | 3.8% | 0.0%

Following part
item	Molecule	M. tuberculosis	M. tuberculosis HTS	Salmonella PhoP GFP	H1N1 NS1A inhibition	VEEV TC-83 Vero
61	O=C(c1ccco1)N1CCN(C23CC4CC(CC(C4)C2)C3)CC1	3.0%	-16.2%	-4.9%	3.0%	1.8%
62	CCOC(=O)N1CCN(CC(O)COc2c(C)cccc2C)CC1 (stereo unspecified)	-13.9%	4.1%	0.2%	3.8%	0.9%
63	Cc1cc(N2C(=O)C3CC=CC(C)C3C2=O)no1 (stereo unspecified)	0.8%	4.2%	-9.5%	0.3%	1.8%
64	CCOC(=O)c1c(C)[nH]c(C(=O)N2CCN(CC)CC2)c1C	-4.3%	10.7%	5.9%	2.4%	i
65	O=C(CN1C(=O)COc2ccccc21)N(Cc1cccnc1)Cc1ccccc1F	15.1%	-11.5%	-14.7%	4.8%	0.4%
66	COC(=O)c1c(C)oc(C)c1S(=O)(=O)Nc1ccc(C(C)C)cc1	0.2%	-3.5%	8.5%	3.3%	i
67	O=C(Nc1nc2ccccc2[nH]1)c1cccc(S(=O)(=O)N2CCOCC2)c1	-3.9%	1.2%	14.1%	-11.0%	10.1%
68	CN(C)Cc1cc(CCNC(=O)c2ccc(Cl)cc2)ccc1O	-4.8%	0.0%	10.0%	2.6%	i
69	COc1ccc(OC)c(CN2CCN(C(=O)CCNC(=O)c3ccc(Br)cc3)CC2)c1	21.3%	-2.9%	-3.9%	-0.7%	1.3%
70	O=c1c2ccccc2[nH]c2ccccc12	48.2%	1.0%	36.2µM*	-12.2%	2.1%
71	CC(C)NCC(O)COc1ccc(COCCOC(C)C)cc1 (stereo unspecified)	-15.2%	-2.6%	-6.5%	1.1%	0.5%

In the list so far, 2 have a cyano group.
item	Molecule	M. tuberculosis	M. tuberculosis HTS	Salmonella PhoP GFP	H1N1 NS1A inhibition	VEEV TC-83 Vero
12	CCOC(=O)Cc1csc(SCC(=O)Nc2cccc(C#N)c2)n1	78.8%	3.0%	-17.8%	1.1%	1.7%
54	Cc1ccc(/C=N/n2c(C)cc(C)c(C#N)c2=O)cc1	-2.3%	-14.7%	-13.9%	18.9%	2.1%

Source: PubChem BioAssay (Southern Research Specialized Biocontainment Screening Center)
